# MITF primary = blocks human microphthalmia-associated transcription factor | O75030 | AlphaScreen MITF homodimerization, bead proximity signal | inhibition, % at 2.6 µM | 0.91% of 650,000 active; in the data active = inhibition above about 50%;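 also: 0% = vehicle wells with protein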
# FBW7 activator = human FBW7 E3 ligase activation, primary screen; AlphaScreen FBW7–phospho-cyclin E peptide binding, activator screen; 0.13% of 650,000 active; normalized activity (activation), % at 26.1 µM; in the data active = normalized activity above about 1.9%;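 also: purified mutant Fbw7 with reduced substrate affinity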
# Target sequence (Q969H0 whole entry, looked up): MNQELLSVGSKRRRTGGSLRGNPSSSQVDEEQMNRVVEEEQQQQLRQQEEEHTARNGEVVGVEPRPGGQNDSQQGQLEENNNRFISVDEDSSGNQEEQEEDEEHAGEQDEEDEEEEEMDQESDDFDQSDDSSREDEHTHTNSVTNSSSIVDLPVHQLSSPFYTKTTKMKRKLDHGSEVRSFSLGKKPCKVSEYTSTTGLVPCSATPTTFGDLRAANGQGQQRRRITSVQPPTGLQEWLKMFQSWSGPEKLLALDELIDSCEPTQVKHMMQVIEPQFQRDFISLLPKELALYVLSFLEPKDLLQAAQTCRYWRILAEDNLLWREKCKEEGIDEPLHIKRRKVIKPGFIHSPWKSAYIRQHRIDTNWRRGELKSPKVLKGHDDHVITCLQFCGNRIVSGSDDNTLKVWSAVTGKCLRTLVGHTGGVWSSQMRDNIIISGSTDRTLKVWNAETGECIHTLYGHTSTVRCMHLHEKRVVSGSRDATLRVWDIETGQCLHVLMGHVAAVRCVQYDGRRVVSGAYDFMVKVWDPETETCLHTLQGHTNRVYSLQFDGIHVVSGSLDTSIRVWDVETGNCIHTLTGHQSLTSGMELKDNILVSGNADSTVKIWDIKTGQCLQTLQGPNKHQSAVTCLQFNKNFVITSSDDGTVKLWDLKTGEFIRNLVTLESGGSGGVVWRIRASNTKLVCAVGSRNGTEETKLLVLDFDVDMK
# GPR151 ag = human GPR151 activation; Q8TDV0; PathHunter beta-arrestin GPR151 cells, luminescence; activation, % at 11.2 µM; 1% of 650,000 active; in the data active = activation above about 4.9%;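 also: 0% = median of compound wells and 100% = cells with positive control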
# Target sequence (Q8TDV0 whole entry, looked up): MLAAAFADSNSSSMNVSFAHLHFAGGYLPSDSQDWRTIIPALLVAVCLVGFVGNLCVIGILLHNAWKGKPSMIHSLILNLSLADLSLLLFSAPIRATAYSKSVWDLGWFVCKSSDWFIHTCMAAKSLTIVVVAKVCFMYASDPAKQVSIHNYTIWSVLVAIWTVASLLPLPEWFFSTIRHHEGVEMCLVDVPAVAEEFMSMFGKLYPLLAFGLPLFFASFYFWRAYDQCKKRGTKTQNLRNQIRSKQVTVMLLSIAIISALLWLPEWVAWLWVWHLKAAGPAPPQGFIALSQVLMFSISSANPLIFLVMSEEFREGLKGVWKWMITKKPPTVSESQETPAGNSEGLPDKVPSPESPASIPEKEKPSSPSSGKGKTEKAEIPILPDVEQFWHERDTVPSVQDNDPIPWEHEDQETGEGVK
# TEAD-YAP inh = TEAD-YAP interaction inhibition. HEK-TIYL cells, TEAD-Gal4/YAP UAS-luciferase luminescence. AID 1259422. inhibition, % at 9.12 µM. 1.4% of 640,000 active; in the data active = inhibition above about 32%;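 also: 0% = median of test compound wells and 100% = reference inhibitor wells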
# The depositor's hits bear a star.
# Under each structure: MITF primary | FBW7 activator | GPR151 ag | TEAD-YAP inh
CS(=O)(=O)N1CCN(Cc2ccc(F)cc2)CC1
  62* | 0.0 | -0.7 | 4
COCCNC(=O)c1ccc(-c2cccc(COC)c2)nc1N(C)C
  -13 | 0.1 | 0.8 | -37
Cc1c(C(=O)N2CCC3(CC2)OCCO3)sc2ncn(Cc3cccc(F)c3)c(=O)c12
  0 | -0.2 | -0.1 | 1
Cc1nc2sccn2c(=O)c1S(=O)(=O)Nc1ccccc1
  3 | -0.1 | 0.3 | 4
O=C(NCc1nc(-c2cccnc2)n[nH]1)c1cnccn1
  4 | 0.0 | -0.1 | -4
CC1=NN(C(=O)c2cc(-c3ccc(C)s3)nc3ccccc23)C(O)(C(F)F)C1 (configuration not stated)
  -8 | 0.1 | 0.4 | -9
COc1cccn2c(C(=O)NCC3COC(C)(C)O3)c(C(F)(F)F)nc12 (configuration not stated)
  -2 | -0.4 | 1.6 | 8
CCOc1cc(C2C(C(C)=O)=C(O)C(=O)N2CCc2c[nH]c3ccccc23)ccc1O (configuration not stated)
  -1 | 0.0 | 0.9 | 3
Cc1cccc(N2CCN(CCCNC(=O)c3nc(-c4cccnc4)no3)CC2C)c1 (configuration not stated)
  -3 | 0.1 | -2.2 | 11
Cc1cccc(NS(=O)(=O)c2ccc(Cl)cc2)c1
  -9 | 0.0 | 1.3 | 1
Nc1nonc1-c1noc(-c2ccc(COc3ccc(Cl)cc3)o2)n1
  0 | -0.1 | -0.6 | 2
CN(C)c1ccc(/C=C/CN2CCC(O)CC2)cc1
  32 | -0.1 | -0.1 | -8
Cc1ccccc1NC(=O)Cn1c(=O)n(Cc2ccccc2)c(=O)c2cccnc21
  21 | 0.3 | 2.4 | -4
COCCN1CCCc2ccc(NC(=O)c3ccc(C)c(C)c3)cc21
  15 | -0.1 | 3.6 | -58
Cc1ccccc1C(=O)NC(C)c1nnc2n1CCN(Cc1ccccc1F)CC2 (configuration not stated)
  6 | 0.0 | -0.7 | 3

# The last five entries of the part above lead into the next:
# Under each structure: MITF primary | FBW7 activator | GPR151 ag | TEAD-YAP inh
Nc1nonc1-c1noc(-c2ccc(COc3ccc(Cl)cc3)o2)n1
  0 | -0.1 | -0.6 | 2
CN(C)c1ccc(/C=C/CN2CCC(O)CC2)cc1
  32 | -0.1 | -0.1 | -8
Cc1ccccc1NC(=O)Cn1c(=O)n(Cc2ccccc2)c(=O)c2cccnc21
  21 | 0.3 | 2.4 | -4
COCCN1CCCc2ccc(NC(=O)c3ccc(C)c(C)c3)cc21
  15 | -0.1 | 3.6 | -58
Cc1ccccc1C(=O)NC(C)c1nnc2n1CCN(Cc1ccccc1F)CC2 (configuration not stated)
  6 | 0.0 | -0.7 | 3
CC1CC(C)CN(C(=O)Cn2c(=O)n(C)c3ncccc32)C1 (configuration not stated)
  6 | 0.1 | -0.2 | -8
O=C(CSc1c[nH]c2ccccc12)Nc1ccc(F)cc1F
  20 | 0.5 | -1.1 | -9
CC1([N+](=O)[O-])COC2(OC1)C(=O)Nc1ccccc12 (configuration not stated)
  -35 | 0.0 | -0.7 | -1
Cc1ccnc2nc(C(=O)Nc3nc(-c4ccccn4)cs3)nn12
  65* | -0.8 | 0.1 | 1
CCCc1nnc(NC(=O)CCCCCN2C(=O)C3C4C=CC(C4)C3C2=O)s1 (configuration not stated)
  5 | 0.0 | 1.2 | 1
CCN(CC)Cc1c(O)ccc2c1O/C(=C\c1ccccc1OC)C2=O
  -12 | 0.0 | 0.9 | 5
Cn1c(Nc2nc(NCCCN3CCCC3=O)c3ncn(CCN4CCCC4=O)c3n2)nc2ccccc21
  11 | 0.1 | -0.8 | 2
CC(=O)c1ccc(NC(=O)c2cc3cc(Br)cc(Br)c3oc2=O)cc1
  -3 | -0.1 | 0.4 | -10
CCOc1ccccc1NC(=O)C1CCN(c2nc(-c3ccc(OC)cc3)no2)CC1
  5 | 0.9 | 4.9 | 0
CSCC(=O)N1CCOc2ccc(CN3CCOCC3)cc2C1
  12 | 0.0 | -1.0 | 8
COc1cc(C(=O)NCCOCc2ccccc2)cc(OC)c1OC
  1 | 0.0 | 1.7 | -1
CCCn1nnnc1SCC(=O)c1ccc2c(c1)OCCO2
  -9 | -0.2 | 1.7 | -18
COc1ccc(C(=O)COC(=O)c2cccc(NC(=O)c3ccc(Cl)cc3Cl)c2)cc1
  -1 | -0.1 | 0.5 | -32
Cc1cc(C)c2oc(-c3cccc(N)c3)nc2c1
  -4 | -0.2 | -0.1 | -77
O=C(O)CC(NC(=O)C1CCCCC1)c1ccc(Cl)cc1 (configuration not stated)
  -6 | -0.1 | 0.8 | -11
Cc1ccc(OCC(=O)Nc2ccc3c(c2)C(=O)NCCO3)cc1
  12 | 0.0 | -1.6 | -37
CC(C)(C)c1ccc(C(=S)NCCCN2CCCC2=O)cc1
  -4 | 0.0 | 1.8 | 3
COc1ccc2c(c1)CCc1c(C(=O)Nc3ccc(OC)c(OC)c3)noc1-2
  -1 | -0.2 | 0.3 | -5
COc1ccc(C(=O)n2nc(C)c(Sc3ccc(Cl)cc3)c2C)cc1
  13 | 0.2 | -1.1 | 0
O=C(CCC1CCN(C(=O)c2cncs2)CC1)Nc1ccccc1
  -4 | -0.2 | 0.6 | 3
C/C=C/COC(=O)C1=C(C)NC(=O)NC1c1ccc(OCC)c(OC)c1 (configuration not stated)
  3 | 0.2 | 0.4 | 5
Cc1ccccc1-n1cc(-c2ccccc2)nc1SCC(=O)Nc1ccc(Cl)cc1
  4 | -0.2 | -0.6 | -2
CC(C)C(NS(C)(=O)=O)c1nnc2n1CCN(Cc1cc(F)cc(F)c1)CC2 (configuration not stated)
  0 | 0.1 | 0.2 | -1
Cc1[nH]c2ccccc2c1C1=CCN(S(=O)(=O)c2cccc3nsnc23)CC1
  -7 | -0.2 | -0.2 | -3
COc1cc(SC#N)ccc1N=Cc1c(O)[nH]c(=S)[nH]c1=O
  1 | -1.0 | 0.2 | 0
COc1ccc(/C=C2/SC(=S)N(CC(=O)NCc3ccccc3)C2=O)cc1
  1 | 0.0 | -0.3 | 8
CCC(C)NC(=O)/C(=C/c1ccccc1)NC(C)=O (configuration not stated)
  8 | 0.2 | -1.0 | 2
Cc1ncc(-c2ccncc2)c(C2CCCN(C(=O)c3sc(C)nc3C)C2)n1 (configuration not stated)
  5 | 0.0 | -0.2 | -24
N#Cc1ccc(/C=N/NC(=S)Nc2ccc(S(=O)(=O)N3CCOCC3)cc2)cc1
  0 | 0.0 | 2.8 | -2
CC1CNC(c2ccccc2)C(C)C1(O)C#N (configuration not stated)
  -14 | 0.1 | 0.1 | -2
Cc1cc(C)nc(CCNC(=O)Cn2nnnc2CN2CCCCCC2)n1
  0 | 0.0 | 0.0 | 6
Cc1ccc(-c2csc(=Nc3ccccc3)n2CCCN(C)C)cc1
  27 | -0.6 | 2.0 | -5
CCn1c(NCc2ccc(O)cc2)nc2ccccc21
  4 | 0.1 | -2.3 | -3
COc1ccc(OC)c(NC(=O)CN(C)S(=O)(=O)c2cnc[nH]2)c1
  5 | 0.2 | -0.6 | -8
CNc1cc(S(=O)(=O)O)c2nc(C)cc3c2c1C(=O)c1ccccc1-3
  3 | 0.0 | 1.5 | 9
Cc1cccc(-c2noc(CN(C(=O)C(C)Oc3ccccc3)C(C)C)n2)c1 (configuration not stated)
  -18 | -0.2 | 0.4 | -12
CC(=O)O[C@H]1C[C@@H](OC(C)=O)C(C)(C)C2C[C@@H](OC(C)=O)[C@]3(C)C(CC[C@@]4(C)[C@H](c5ccoc5)OC(=O)[C@H]5O[C@]543)[C@]21C (some centres not stated)
  -1 | 0.1 | 1.2 | 1
CC1(C)CC(=O)c2c(nc3ccccc3c2NCCO)C1
  -3 | -0.1 | 0.3 | 5
S=C(NCCc1ccccc1)N1CCN(C23CC4CC(CC(C4)C2)C3)CC1
  11 | -0.1 | -0.2 | 8
COC(=O)c1ccc(NC(=O)c2c(NCc3cc(OC)c(OC)cc3OC)sc3c2CCC(C)C3)cc1 (configuration not stated)
  0 | -0.2 | -0.9 | 8
CCOC(=O)c1ccccc1NS(=O)(=O)c1ccc(OC)c(Cl)c1
  -11 | 0.1 | -0.6 | -10
Cc1cn2c(=O)c(C(=O)Nc3ccc(F)c(F)c3)cnc2s1
  4 | 0.0 | 0.2 | 1
COCc1cc(C)n(CC(=O)Nc2cc(C)cc(C)c2)c(=O)c1C#N
  2 | 0.4 | -0.3 | 18
CCCCNC(=O)C1CCN(S(=O)(=O)CC)CC1
  -7 | 0.0 | 2.0 | 3
O=C(Cn1cc(C(=O)C(=O)N2CCOCC2)c2ccccc21)NCc1ccco1
  24 | 0.7 | -2.5 | -2
CC(C)(C)CC(C)(C)N=C1NS(=O)(=O)c2cc([N+](=O)[O-])ccc21
  -1 | -0.1 | 1.6 | -11
Cc1[nH]n(-c2cccc(Cl)c2)c(=O)c1/C=N/NC(=O)c1ccc(Br)cc1
  -13 | 0.3 | -0.3 | 4
COc1cc(/C=C2\NC(=S)N(C)C2=O)cc(I)c1O
  14 | -0.5 | 1.9 | 5
COc1ccc(Cc2nc3ccccc3[nH]2)cc1
  -11 | -0.1 | -0.1 | -7
COC(=O)C(F)(Sc1c(C)n(C)n(-c2ccccc2)c1=O)C(F)(F)F (configuration not stated)
  16 | 0.6 | -0.6 | -15
COc1ccc(-n2nc(C(=O)NCC(=O)N3CCC(C)CC3)c3ccccc3c2=O)cc1
  20 | 0.1 | -0.8 | -25
COC(=O)c1c(NC(=O)COc2ccc(C(C)(C)c3ccccc3)cc2)sc2c1CCC2
  -1 | -0.1 | 0.2 | -9
COc1ccc(C2NS(=O)(=O)N=C2N)cc1 (configuration not stated)
  2 | -0.2 | 1.0 | 5
COC(=O)c1c(NC(C)=O)c2c(C)c(C)sc2n1Cc1cccc(OC)c1
  -4 | -0.2 | -0.1 | 0
CC1(C)CC(=O)C2=C(C1)OC(N)=C(C#N)C2c1ccc(-c2ccc(Cl)cc2)o1 (configuration not stated)
  5 | 0.1 | -0.3 | -5
O=C(c1nc2ccccc2[nH]1)N1CCOCC1
  -6 | -0.2 | 0.3 | 6
Cc1cccc(CN2CCC(NC3CCCCC3)CCC2=O)c1 (configuration not stated)
  13 | 0.2 | -1.0 | 8
CC(=O)NCC1CCC2(CCN(Cc3cccc(F)c3F)CC2)O1 (configuration not stated)
  9 | 0.0 | 0.1 | 5
Cc1cc(NC(=O)C(C)SCC(=O)O)no1 (configuration not stated)
  6 | 0.0 | 0.9 | 5
NC(=O)c1ccc(NC(=O)c2ccccc2Br)cc1
  -5 | 0.2 | -0.4 | -47

# Some of the entries so far, bar-delimited.
smiles | MITF primary | FBW7 activator | GPR151 ag | TEAD-YAP inh
CS(=O)(=O)N1CCN(Cc2ccc(F)cc2)CC1 | 62* | 0.0 | -0.7 | 4
COCCNC(=O)c1ccc(-c2cccc(COC)c2)nc1N(C)C | -13 | 0.1 | 0.8 | -37

# Additional entries follow:
# Under each structure: MITF primary | FBW7 activator | GPR151 ag | TEAD-YAP inh
O=C1Cc2ccc(Nc3ccnc(Nc4ccc(N5CCOCC5)cc4)c3)cc2N1
  10 | -1.5 | 0.2 | -1
COCCNCCCOc1ccc(Cl)cc1C
  49 | 0.0 | -2.1 | 3
O=C(NCc1nnc2n1CCN(C/C(Cl)=C/c1ccccc1)CC2)c1cccc(F)c1
  -4 | -0.1 | 9.2* | 2
Oc1ccccc1CNc1cc2c(cc1Br)OCCO2
  10 | -0.3 | 19* | -2
COc1cc(NC(=O)C2CCN(c3ccc(Cl)nn3)CC2)cc(OC)c1OC
  5 | 0.1 | 1.3 | -6
CN(C(=O)c1ccncc1)C1(c2ccccc2Cl)CCCCC1=O (configuration not stated)
  -10 | -0.1 | -1.8 | 3
NC(=O)Cn1c(=O)n(Cc2ccc(Cl)cc2)c(=O)c2cccnc21
  12 | 0.3 | 1.0 | 3
COc1ccc(F)cc1S(=O)(=O)NCCOc1ccc(-c2ccc(C)cc2)nn1
  -5 | -0.1 | -0.5 | 0
CCCC(CCC)=NNC(=O)CNc1cccc(Br)c1
  0 | -0.1 | 0.2 | 16
CSc1ccc2nc(NC(=O)c3ccc(F)cc3)sc2c1
  4 | 0.1 | 2.5 | -28
CCOC(=O)/C(C#N)=C/c1cc(C(=O)OCC)c(N)s1
  2 | 0.1 | -0.1 | -79
CCNC(=O)c1ccc(N(C)S(C)(=O)=O)cc1
  3 | 0.0 | 2.4 | -6
Cc1nc2sc(C(c3ccccc3)N3CCC4(CC3)OCCO4)c(O)n2n1 (configuration not stated)
  4 | 0.1 | 0.1 | -6
COc1cccc(/C=C2\C(=O)NN(c3ccccc3)C2=O)c1OC
  14 | 0.0 | -0.3 | 8
COc1ccc(CCN2C(=O)CC(C(=O)Nc3ccccc3)SC2=Nc2ccc(F)cc2)cc1 (configuration not stated)
  7 | 0.2 | -2.3 | -11
CCOC(=O)N1CCN(C(=O)c2ccc(N3CC4CC(C3)c3cccc(=O)n3C4)c([N+](=O)[O-])c2)CC1 (configuration not stated)
  27 | 0.1 | 2.9 | 1
CCCSCCCNC(=O)c1oc2c(c1C)-c1[nH]ncc1CC2
  4 | 0.7 | -0.2 | -2
CCOc1ccc(/C=C/C(=C(\C#N)C(N)=C(C#N)C#N)C2CC2)cc1
  -6 | -0.3 | -0.5 | -7
COCc1cc(C)nc(N2CCNCC2)c1C#N
  -6 | 0.1 | 0.1 | 10
CCCCNC(=O)C1CCCN1S(=O)(=O)c1cccc2nsnc12 (configuration not stated)
  9 | 0.7 | -0.1 | -5
CSc1nnc(C2CCN(C(=O)N(c3ccccc3)c3ccccc3)CC2)n1C
  12 | -0.1 | -0.9 | 7
Fc1ccc(-n2cc(-c3ccccc3)c3c(N4CCOCC4)ncnc32)cc1
  2 | 0.0 | 1.7 | 3
Cc1ccc(CNC(=O)c2oc(=O)c3ccccc3c2-c2ccccc2)cc1
  8 | -0.1 | 2.8 | -4
CN(C)CCOc1cc(-c2ccnc(N)c2)ccc1NC(=O)C1COc2c(F)cccc2C1 (configuration not stated)
  0 | -0.2 | 1.3 | -5
